From PubChem BioAssay
GRP78 ERSR act = induces the endoplasmic reticulum stress response in human glioma cells | U87-MG GRP78 promoter luciferase reporter, 16 h | Potency, µM, for inactives: top-dose activation, most hits filed as activators | 420,000 tested, 0.02% active; further: potency means the concentration at half of the fitted maximal effect; series mostly up to about 76 µM; % of control where 0% means no effect; nearly all actives have a fitted effect of over 35% in size
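Stably transfected U87-MG human glioma cells carrying a GRP78-based luminescent sensor were seeded at 1000 cells/well, pin-dosed with compounds and incubated 16 h. Luciferase reagent was then added, and end-point luminescence was read after 10 min at room temperature.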
D1 PAM = enhances dopamine response at the human D1 receptor | P21728 | potentiation, % at 10 µM | 360,000 tested, 0.036% active | HEK293 TREx D1 cells, calcium flux, dopamine EC20 potentiation; in the data active means potentiation above about 30%; further: 0% is about no effect
Target sequence (P21728 whole entry, looked up): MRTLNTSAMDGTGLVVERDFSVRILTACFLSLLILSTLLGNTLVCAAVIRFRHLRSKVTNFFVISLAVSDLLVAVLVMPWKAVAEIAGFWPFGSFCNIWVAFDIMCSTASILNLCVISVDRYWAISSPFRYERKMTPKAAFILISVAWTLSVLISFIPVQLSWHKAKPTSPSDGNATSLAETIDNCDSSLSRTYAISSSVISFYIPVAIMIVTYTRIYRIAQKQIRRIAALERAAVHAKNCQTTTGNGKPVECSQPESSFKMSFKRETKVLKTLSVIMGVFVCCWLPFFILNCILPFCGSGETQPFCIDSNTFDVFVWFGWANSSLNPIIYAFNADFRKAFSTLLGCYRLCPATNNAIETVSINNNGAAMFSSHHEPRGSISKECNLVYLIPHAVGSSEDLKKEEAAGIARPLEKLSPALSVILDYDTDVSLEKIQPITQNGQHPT
D1 antagonist = blocks dopamine activation of the human D1 receptor | P21728 | HEK293 TREx D1 cells, calcium flux, dopamine EC80; active compounds read low | activity change, negative = inhibition, % at 10 µM | 360,000 tested, 3.2% active; in the data active means activity change below about -30%; further: on the % scale 0 is the no-effect control and ±100 the full control effect
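Compound effects on dopamine-evoked calcium signalling were measured in tetracycline-induced HEK293 Trex D1 cells. Dopamine at EC80 followed a 180 s compound pre-read, and fluorescence was tracked kinetically for 180 s more.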
Vif-A3G inh = blocks the Vif interaction with human APOBEC3G; AID 602310; Q9HC16; 410,000 tested, 0.076% active; HeLa A3G-eYFP + Vif (tagged APOBEC3G with the HIV-1 protein that degrades it), YFP fluorescence, overnight; Potency, µM (top dose mostly 46.1 µM), inactives show at the top dose activity, negative = active, most hits filed as inhibitors;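 further: potency means the concentration at half of the fitted maximal effect; on the % scale 0 is the no-effect control and ±100 the full control effect; nearly all actives have a fitted effect of over 60% in size; hits raise eYFP signal because A3G escapes Vif-driven loss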
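Read-out is eYFP fluorescence (Ex 488/Em 500-530) from Vif-expressing HeLa A3G-eYFP cells; more signal means A3G escaped Vif-mediated degradation. Cells plated overnight, compound pinned in, incubated overnight at 37 deg C.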
RXFP1 agonist = RXFP1 (human) receptor agonism; 370,000 tested, 0.3% active; Q9HBX9; Potency, µM (highest dose often 57.5 µM), without a hit: at the top dose activation, usual class: activators; AID 2676; HEK293T-RXFP1 cAMP TR-FRET, 30 min; response scale: percent of porcine relaxin response, buffer zero; further: potency means the concentration at half of the fitted maximal effect; on the % scale 0 is the no-effect control and ±100 the full control effect; nearly all actives have a fitted effect of over 60% in size; many of its hits are not listed in these tables
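HEK293T cells stably expressing RXFP1 were pretreated with the PDE4 inhibitor Ro 20174, exposed to compounds for 30 min at 37C, lysed, and cAMP was read by TR-FRET. Data normalized to buffer (basal) and 29 nM porcine relaxin (100%).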
RXFP1 antag = antagonists of human relaxin receptor RXFP1 | Q9HBX9 | HEK293-RXFP1, relaxin-stimulated cAMP HTRF, 30 min; active compounds read low | activity change, negative = inhibition, % at 57.5 µM | 350,000 tested, 0.59% active;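 active means activity change of -60% or lower, but not beyond a set lower limit; inconclusive means change between -60% and -40%, or beyond the set limit; inactive means change above -40%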; further: on the % scale 0 is the no-effect control and ±100 the full control effect
D1 agonist = human D1 receptor agonism; HEK293 T-REx D1 cells, calcium flux, agonist mode; activation, % at 2 µM; 360,000 tested, 1% active; in the data active means activation above about 30%; further: 0% is about no effect
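Agonism was scored from calcium flux recorded over 180 s (1 read/s) after pintool compound addition, following a 10-cycle baseline. Cells were inducible force-coupled HEK293 TREx D1, plated overnight at 30 C and loaded with no-wash calcium dye.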
Vif-APOBEC3F blk = blocks the Vif interaction with APOBEC3F. 390,000 tested, 0.2% active. HeLa A3F-eYFP + Vif (tagged APOBEC3F with the HIV-1 protein that degrades it), YFP fluorescence increase. Potency, µM (series often up to 46.1 µM), inactives show at the top dose activity, negative = active. AID 602313; further: potency means the concentration at half of the fitted maximal effect; % of control where 0% means no effect; nearly all actives have a fitted effect of over 65% in size
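HeLa cells stably expressing Vif plus C-terminally eYFP-tagged A3F were seeded, incubated overnight at 37 deg C, dosed with compound, incubated overnight again at 37 deg C. Yellow fluorescence (Ex 488/Em 500-530) reported blocked Vif-mediated A3F-eYFP degradation.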
D2 potentiator = positive allosteric modulators of human D2 dopamine receptor; HEK293 T-REx D2, calcium flux, EC20 dopamine potentiation; potentiation, % at 10 µM; 340,000 tested, 0.34% active; AID 485347;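 active means potentiation over 3 SD above the plate norm, cut at about 30% in these data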; further: 0% is about no effect
Target sequence (P14416 whole entry, looked up): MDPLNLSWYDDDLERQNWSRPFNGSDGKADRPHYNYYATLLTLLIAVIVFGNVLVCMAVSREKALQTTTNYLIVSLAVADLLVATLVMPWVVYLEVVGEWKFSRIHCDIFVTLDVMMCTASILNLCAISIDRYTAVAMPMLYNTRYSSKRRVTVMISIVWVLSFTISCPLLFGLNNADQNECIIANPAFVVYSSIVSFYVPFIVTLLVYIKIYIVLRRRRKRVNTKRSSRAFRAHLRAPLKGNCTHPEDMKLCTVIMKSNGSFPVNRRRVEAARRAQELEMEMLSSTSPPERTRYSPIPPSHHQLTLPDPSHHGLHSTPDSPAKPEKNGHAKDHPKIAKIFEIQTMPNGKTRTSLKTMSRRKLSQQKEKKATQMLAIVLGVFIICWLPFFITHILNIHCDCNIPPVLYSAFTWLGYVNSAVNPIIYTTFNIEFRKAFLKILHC
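Tetracycline-induced HEK293 T-REx cells force-coupled to calcium signalling expressed D2; compounds were pin-added after a 10 s baseline, read kinetically 180 s, then an EC20 dopamine challenge followed with a further 180 s calcium read.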
The depositor's hits bear a star. Unless noted, the call rests on the fitted dose curve; in most records, active means well fitted curve in the direction sought with a large enough effect; inconclusive means small, poorly fitted or top-dose-only effect, or another doubt; inactive means no such curve, though single readings can be large; an effect the other way counts as inactive or inconclusive.

CCCc1ccc(OCC(=O)Nc2scc(-c3cccs3)c2C(=O)OC)cc1 was read as GRP78 ERSR act -1%, D1 PAM -1, D1 antagonist -1, Vif-A3G inh 3%, RXFP1 agonist 18%, RXFP1 antag 11, D1 agonist 12, Vif-APOBEC3F blk 6% and D2 potentiator -12.
For c1ccc(N2CCN(c3ncnc4scc(-c5cccs5)c34)CC2)cc1 the results were GRP78 ERSR act -2%, D1 PAM 3, D1 antagonist -6, Vif-A3G inh 0%, RXFP1 agonist 1.3%, RXFP1 antag -3, D1 agonist -3, Vif-APOBEC3F blk -5% and D2 potentiator 25.
CCOc1ccc(NC(=O)N2CCN3CCCCC3C2)cc1 (stereo not given) was read as GRP78 ERSR act 1%, D1 PAM -1, D1 antagonist 5, Vif-A3G inh -3%, RXFP1 agonist 3.1%, RXFP1 antag 5, D1 agonist -1, Vif-APOBEC3F blk 5% and D2 potentiator -5.
For Cc1ccc(-n2cccc2/C=C2/C(=N)N3C(=NC2=O)SN=C3S(C)(=O)=O)cc1Cl the results were GRP78 ERSR act 2%, D1 PAM -10, D1 antagonist 15, Vif-A3G inh -2%, RXFP1 agonist -0.5%, RXFP1 antag -40, D1 agonist 1, Vif-APOBEC3F blk inconclusive and D2 potentiator 1.
COc1ccc(N2CCN(c3cc(C)nc4ccc(OC)cc34)CC2)cc1 was read as GRP78 ERSR act -5%, D1 PAM 1, D1 antagonist 32, Vif-A3G inh 3%, RXFP1 agonist -2.9%, RXFP1 antag -17, D1 agonist -1, Vif-APOBEC3F blk -21% and D2 potentiator 12.
Screening COc1cc(C(=O)N2CCN(c3ccc([N+](=O)[O-])cc3)CC2)ccc1OCc1c(C)noc1C returned GRP78 ERSR act 1%, D1 PAM -6, D1 antagonist -18, Vif-A3G inh 0%, RXFP1 agonist 1.3%, RXFP1 antag -7, D1 agonist 1, Vif-APOBEC3F blk -12% and D2 potentiator 7.
For C/C(CC(C)C)=N\Oc1nc(C)cc(C)n1 the results were GRP78 ERSR act 1%, D1 PAM -9, D1 antagonist -26, Vif-A3G inh -1%, RXFP1 agonist 1.9%, RXFP1 antag -10, D1 agonist 3, Vif-APOBEC3F blk -3% and D2 potentiator 4.
Screening CCOC(=O)c1oc2ccccc2c1COC(=O)CNC(=O)c1ccccc1F returned GRP78 ERSR act -7%, Vif-A3G inh 1%, RXFP1 antag 3 and Vif-APOBEC3F blk 7%.
CSc1ncnc2c1ncn2CCCNCCCN1CCCC1=O was read as GRP78 ERSR act 0%, Vif-A3G inh -1%, RXFP1 antag 4 and Vif-APOBEC3F blk 1%.
For O=C(CSc1nc2ncccc2[nH]1)Nc1ccc2c(c1)OCO2 the results were GRP78 ERSR act 1%, D1 PAM 0, D1 antagonist 8, Vif-A3G inh -1%, RXFP1 agonist 1.3%, RXFP1 antag -13, D1 agonist 0, Vif-APOBEC3F blk 7% and D2 potentiator 1.
Cc1sc2ncnc(N3CCC(C(=O)NNC(=O)COc4ccc(Br)cc4)CC3)c2c1C was read as GRP78 ERSR act -4%, D1 PAM -1, D1 antagonist 0, Vif-A3G inh 0%, RXFP1 agonist 1.4%, RXFP1 antag -19, D1 agonist 1, Vif-APOBEC3F blk 1% and D2 potentiator 2.
`COC(=O)n1c(=O)oc2ccc(S(=O)(=O)N3CCCCC3)cc21` gave GRP78 ERSR act -2%, D1 PAM 1, D1 antagonist 5, Vif-A3G inh 3%, RXFP1 agonist 1.7%, RXFP1 antag -7, D1 agonist 1, Vif-APOBEC3F blk -8% and D2 potentiator -4.

Molecules from the list above that have two or more sulfur atoms:
CCCc1ccc(OCC(=O)Nc2scc(-c3cccs3)c2C(=O)OC)cc1 was read as GRP78 ERSR act -1%, D1 PAM -1, D1 antagonist -1, Vif-A3G inh 3%, RXFP1 agonist 18%, RXFP1 antag 11, D1 agonist 12, Vif-APOBEC3F blk 6% and D2 potentiator -12.
For c1ccc(N2CCN(c3ncnc4scc(-c5cccs5)c34)CC2)cc1 the results were GRP78 ERSR act -2%, D1 PAM 3, D1 antagonist -6, Vif-A3G inh 0%, RXFP1 agonist 1.3%, RXFP1 antag -3, D1 agonist -3, Vif-APOBEC3F blk -5% and D2 potentiator 25.
For Cc1ccc(-n2cccc2/C=C2/C(=N)N3C(=NC2=O)SN=C3S(C)(=O)=O)cc1Cl the results were GRP78 ERSR act 2%, D1 PAM -10, D1 antagonist 15, Vif-A3G inh -2%, RXFP1 agonist -0.5%, RXFP1 antag -40, D1 agonist 1, Vif-APOBEC3F blk inconclusive and D2 potentiator 1.

(listing goes on)
Screening COC(=O)CSc1nc(N2CCOCC2)c2c(c1C#N)CCCC2 returned GRP78 ERSR act -1%, D1 PAM -10, D1 antagonist 8, Vif-A3G inh -3%, RXFP1 agonist 15%, RXFP1 antag -7, D1 agonist 4, Vif-APOBEC3F blk -14% and D2 potentiator 1.
`Cc1noc(C)c1CSCc1ccc(Cl)cc1` gave GRP78 ERSR act -3%, D1 PAM 7, D1 antagonist -11, Vif-A3G inh -10%, RXFP1 agonist 0.2%, RXFP1 antag 2, D1 agonist 1, Vif-APOBEC3F blk 6% and D2 potentiator 4.
`COC(=O)c1ccc(OC)c(CN2CCCN(Cc3ccc(C)cc3)S2(=O)=O)c1` gave GRP78 ERSR act -4%, D1 PAM -3, D1 antagonist -34*, Vif-A3G inh 5%, RXFP1 agonist -0.2%, RXFP1 antag -17, D1 agonist 5, Vif-APOBEC3F blk 2% and D2 potentiator -1.
COc1ccc(NC(=O)Cn2c(=O)n(Cc3ccccc3Cl)c(=O)c3cc(OC)c(OC)cc32)cc1 was read as GRP78 ERSR act -1%, D1 PAM -1, D1 antagonist -13, Vif-A3G inh 1%, RXFP1 agonist inconclusive, D1 agonist 7, Vif-APOBEC3F blk inconclusive and D2 potentiator 11.
`CCNC(=O)NC(=O)CSc1ccc(S(=O)(=O)N(C)C2CCCCC2)cn1` gave GRP78 ERSR act -2%, D1 PAM 13, D1 antagonist -10, Vif-A3G inh -1%, RXFP1 agonist 0.0%, RXFP1 antag -8, D1 agonist 1 and Vif-APOBEC3F blk -8%.
Screening Cc1cccc2c(=O)c(C(=O)NCCc3ccccc3)c[nH]c12 returned GRP78 ERSR act 1%, D1 PAM -6, D1 antagonist -6, Vif-A3G inh 1%, RXFP1 agonist -1.0%, RXFP1 antag -7, D1 agonist 0, Vif-APOBEC3F blk -24% and D2 potentiator 5.
Screening Cc1ccc(S(=O)(=O)N(C)C(C)CCc2ccco2)cc1 (stereo not given) returned GRP78 ERSR act -3%, D1 PAM -4, D1 antagonist 0, Vif-A3G inh 2%, RXFP1 agonist -0.5%, RXFP1 antag -13, D1 agonist 0, Vif-APOBEC3F blk 4% and D2 potentiator 9.
For Cc1cccc(OCc2nnc(SCC(=O)Nc3ccc(C)c(Cl)c3)o2)c1 the results were GRP78 ERSR act -4%, D1 PAM -2, D1 antagonist -25, Vif-A3G inh 0%, RXFP1 agonist 2.8%, RXFP1 antag 1, D1 agonist 8, Vif-APOBEC3F blk 4% and D2 potentiator -8.
COc1ccc(C(=O)CC(c2ccccc2)C2CCCCC2=O)cc1 (stereo not given) was read as GRP78 ERSR act -5%, D1 PAM -2, D1 antagonist 12, Vif-A3G inh 0%, RXFP1 agonist -0.2%, RXFP1 antag -1, D1 agonist 4, Vif-APOBEC3F blk 0% and D2 potentiator 4.
COc1ccc(-c2nc3n(n2)C(c2ccc(O)cc2)C(C(=O)Nc2cccnc2)=C(C)N3)cc1OC (stereo not given) was read as GRP78 ERSR act -2%, D1 PAM -2, D1 antagonist -3, Vif-A3G inh 0%, RXFP1 agonist 1.5%, RXFP1 antag 0, D1 agonist 2, Vif-APOBEC3F blk 0% and D2 potentiator 13.
For Cn1c(=O)[nH]c(=O)c2c1nc(N1CCCCC1)n2CC(O)COc1ccc([N+](=O)[O-])cc1 (stereo not given) the results were GRP78 ERSR act -4%, D1 PAM -3, D1 antagonist 4, Vif-A3G inh 2%, RXFP1 agonist 1.1%, RXFP1 antag 5, D1 agonist 2, Vif-APOBEC3F blk 1% and D2 potentiator -3.
For O=C1c2ccccc2C(Nc2ccccc2)N1Cc1ccc2c(c1)OCO2 (stereo not given) the results were GRP78 ERSR act -2%, D1 PAM 2, D1 antagonist 6, Vif-A3G inh -3%, RXFP1 agonist 0.0%, RXFP1 antag -22, D1 agonist 1, Vif-APOBEC3F blk 4% and D2 potentiator 3.
COc1cccc2cc(C(=O)NCCc3c[nH]c4ccccc34)c(=O)oc12 was read as GRP78 ERSR act 11%, D1 PAM 1, D1 antagonist -3, Vif-A3G inh 4%, RXFP1 agonist 2.6%, RXFP1 antag -4, D1 agonist 3, Vif-APOBEC3F blk -14% and D2 potentiator 6.
Screening COc1ncnc2c1ncn2CCCN1CCN(Cc2cccc3ccccc23)CC1 returned GRP78 ERSR act -3%, Vif-A3G inh 0%, RXFP1 antag 4 and Vif-APOBEC3F blk 7%.
Cc1cccc(C(=O)Nc2c(-c3ccccc3)nc3cc(C)ccn23)c1 was read as GRP78 ERSR act 0%, D1 PAM 0, D1 antagonist -2, Vif-A3G inh 0%, RXFP1 agonist -4.5%, D1 agonist -1, Vif-APOBEC3F blk -1% and D2 potentiator -7.
`COc1ccc(/C=N/NC(=O)c2cc(C)on2)c2ccccc12` gave GRP78 ERSR act 5%, Vif-A3G inh 1%, RXFP1 agonist 0.0%, RXFP1 antag -10 and Vif-APOBEC3F blk 9%.
CCCCC(NC(=O)Cc1c(C)c2cc3c(-c4ccccc4)coc3c(C)c2oc1=O)C(=O)O (stereo not given) was read as GRP78 ERSR act 8%, D1 PAM -4, D1 antagonist -11, Vif-A3G inh 3%, RXFP1 agonist 5.5%, RXFP1 antag -13, D1 agonist 8, Vif-APOBEC3F blk inconclusive and D2 potentiator 5.

These rows are one share of the data (hit frequency here may not be typical).
